Bioassay records deposited in PubChem by Sanford-Burnham Center for Chemical Genomics.
Jurkat NFkB inh: inhibitors of induced NF-kB luciferase reporter, primary screen, TCR NF-kB activation inhibitor project, cell-based, luminescence, uHTS; inhibition, % at 4 µM; Jurkat, PMA/ionomycin-induced NF-kB luciferase reporter; actives 0.53% (n = 330,000)
SENP8 inh: SENP8 protease inhibitors, primary screen, biochemical, luminescence | AID 2540, 2010 | actives 1.2% (n = 330,000) | Sentrin-specific protease 8 (Homo sapiens), Q96LD8 | purified SENP8, Z-RLRGG-aminoluciferin cleavage | inhibition, % at 10 µM
Target sequence (Q96LD8 whole entry, looked up): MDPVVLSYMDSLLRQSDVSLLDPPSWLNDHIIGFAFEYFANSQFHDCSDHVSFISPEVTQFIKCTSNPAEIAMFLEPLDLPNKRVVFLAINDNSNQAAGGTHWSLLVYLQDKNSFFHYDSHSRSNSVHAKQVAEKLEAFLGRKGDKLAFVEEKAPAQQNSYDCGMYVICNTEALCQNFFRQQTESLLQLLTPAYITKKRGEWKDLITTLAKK
697 NFkB inh: inhibitors of PMA/ionomycin-induced NF-kB reporter, 697 cells, primary screen, B-cell NF-kB inhibitor project, cell-based, luminescence, uHTS; 697 B-cell NF-kB luciferase reporter, 16 h; inhibition, % at 4 µM; actives 0.33% (n = 330,000); in the data active = inhibition above about 35%
UBC13 polyUb: UBC13 polyubiquitin chain formation inhibitors, primary screen, biochemical, TR-FRET, uHTS. inhibition, % at 20 µM. actives 0.47% (n = 330,000); in the data active = inhibition above about 45%, passing the limit was not always enough
Target sequence (P61088 whole entry, looked up): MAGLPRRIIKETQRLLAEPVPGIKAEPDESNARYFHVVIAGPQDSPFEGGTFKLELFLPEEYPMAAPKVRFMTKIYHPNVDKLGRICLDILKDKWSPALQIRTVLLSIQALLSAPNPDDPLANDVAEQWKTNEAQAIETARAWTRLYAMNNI
SENP7 inh: SENP7 protease inhibitors, primary screen, biochemical, luminescence, uHTS | Sentrin-specific protease 7 (Homo sapiens), Q9BQF6 | recombinant SENP7, Z-RLRGG-aminoluciferin luminescence, 40 min | inhibition, % at 5 µM | actives 1.5% (n = 330,000) | AID 434973, 2010;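 active = inhibition above about 50% at the single test dose, limit read from the data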;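 note: plate controls were DMSO with enzyme for no effect and no enzyme buffer wells for full effect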
Target sequence (Q9BQF6 706-1050 limits assumed): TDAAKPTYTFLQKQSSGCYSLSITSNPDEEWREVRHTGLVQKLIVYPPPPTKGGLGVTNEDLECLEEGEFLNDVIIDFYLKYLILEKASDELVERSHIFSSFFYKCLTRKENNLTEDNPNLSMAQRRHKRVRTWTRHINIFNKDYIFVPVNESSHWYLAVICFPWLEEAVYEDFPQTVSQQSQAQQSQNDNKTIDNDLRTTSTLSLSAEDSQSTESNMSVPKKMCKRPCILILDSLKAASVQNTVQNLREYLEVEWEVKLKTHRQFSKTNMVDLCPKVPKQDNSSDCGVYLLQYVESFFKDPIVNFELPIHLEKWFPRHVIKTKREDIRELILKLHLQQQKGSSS
Gli-Sufu block: Gli-Sufu pathway antagonists, primary screen, luciferase luminescence, Sufu-KO-LIGHT cells, uHTS; Sufu-KO-LIGHT fibroblasts, Gli luciferase reporter luminescence; inhibition, % at 5 µM; actives 0.74% (n = 340,000);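 active = inhibition above about 55%, limit read from the data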;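 note: 0% = DMSO-treated cells and 100% = wells with medium but no cells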
HKDC1 inh: HKDC1 hexokinase inhibitors, primary screen, biochemical, fluorescence, uHTS; actives 0.16% (n = 340,000); Q2TB90; recombinant HKDC1, G6PDH/diaphorase resazurin coupled fluorescence; inhibition, % at 20 µM;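 active = inhibition above about 35% when tested at 20 µM, limit read from the data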;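 note: plate controls were DMSO wells with enzyme for no effect and DMSO wells lacking enzyme for full effect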
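Assay system: recombinant HKDC1 hexokinase; detection: coupled resazurin fluorescence, excitation 525 nm, emission 613 nm; benchmarks: DMSO-plus-enzyme-mix negative control, buffer-substituted positive control; compound dosing: single 20 µM dose; schedule: 90 min at room temperature in dark; also added: glucose plus 1 mM ATP as hexokinase substrates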
Apaf1 inhib: inhibitors of human Apaf-1 apoptosome, primary screen, biochemical, DEVD-Rh110 fluorescence, uHTS; inhibition, % at 20 µM; actives 0.71% (n = 330,000); reconstituted apoptosome caspase-3 activity; active = inhibition of at least 40% at 20 µM;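 note: plate controls were DMSO wells for no effect and DEVD-CHO caspase inhibitor wells for full effect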
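detection = Rh110 fluorescence intensity | test system = biochemical Apaf-1 apoptosome reconstitution | also added = cytochrome c and DEVD-Rh110 substrate | schedule = 30 min plus 50 min, RT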
* hit, by the source's call; nt = not tested or not shown. Cut-off read from the data, not from the text of the source, unless noted: active = inhibition above about 50%; inactive = the rest.

SMILES	Jurkat NFkB inh	SENP8 inh	697 NFkB inh	UBC13 polyUb	SENP7 inh	Gli-Sufu block	HKDC1 inh	Apaf1 inhib
CCOCC(=O)Nc1c(C)n(C)n(-c2ccccc2)c1=O	6	2	2	4	0	nt	nt	-4
O=C(Nc1ccc2c(c1)CCC2)c1ccc(Br)s1	-277	62*	-224	3	69*	-55	3	6
COc1cc(C#Cc2c(-c3cncn3C)n(C)c3ccc(-c4cnc(N5CCOCC5)nc4)cc23)cc(OC)c1	-32	7	-29	30	4	0	2	33
Nc1nc2nc(-c3ccc(F)cc3)cc(C(F)(F)F)n2n1	-1	-4	2	22	-16	-6	-2	-2
COc1ccc2c(c1)c(C(=O)O)c(C)n2-c1ccc(Cl)cc1	-4	1	11	0	7	-3	3	-1
CCOC(=O)c1ccc(NC(=O)CC2S/C(=N/N=C3/NC(=O)CS3)NC2=O)cc1 (configuration not stated)	-5	-6	5	21	5	-5	2	-5
Cc1ccc(SC2=C(Sc3ccc(C)cc3)C(=O)c3ccccc3C2=O)cc1	-76	40	-201	-29	12	-12	66*	64*
CCNC(=O)c1c(NC(=O)c2cc(-c3cc(C)ccc3O)n[nH]2)sc2c1CCCC2	-11	-3	15	4	8	9	-7	15
CCN(CC)CCCNC(=O)CC1Oc2ccc(C)cc2NC1=O (configuration not stated)	-10	-10	-2	2	-15	0	-6	2
OCC[C@@H]1C[C@H](O)[C@@H](O)[C@]2(CCCc3ccccc3O2)O1	4	2	14	0	-1	-12	-5	-1

For reference, some entries already given.
SMILES	Jurkat NFkB inh	SENP8 inh	697 NFkB inh	UBC13 polyUb	SENP7 inh	Gli-Sufu block	HKDC1 inh	Apaf1 inhib
CCOCC(=O)Nc1c(C)n(C)n(-c2ccccc2)c1=O	6	2	2	4	0	nt	nt	-4
O=C(Nc1ccc2c(c1)CCC2)c1ccc(Br)s1	-277	62*	-224	3	69*	-55	3	6
COc1cc(C#Cc2c(-c3cncn3C)n(C)c3ccc(-c4cnc(N5CCOCC5)nc4)cc23)cc(OC)c1	-32	7	-29	30	4	0	2	33
Nc1nc2nc(-c3ccc(F)cc3)cc(C(F)(F)F)n2n1	-1	-4	2	22	-16	-6	-2	-2

Other structures follow.
SMILES	Jurkat NFkB inh	SENP8 inh	697 NFkB inh	UBC13 polyUb	SENP7 inh	Gli-Sufu block	HKDC1 inh	Apaf1 inhib
COP(C)(=O)c1c(C)nn(-c2ccccc2)c1C (configuration not stated)	-5	-3	3	-9	13	-2	-5	0
COc1ccc(CNC(=O)c2c(C)cc(=O)oc2C)cc1	8	7	10	0	-5	-4	3	-5
CC(=O)N1CCN(CC(=O)Nc2cc([N+](=O)[O-])ccc2Cl)CC1	-6	-6	8	-11	1	8	-6	2
O=S(=O)(NCCCCNS(=O)(=O)c1c(F)cccc1F)c1ccc2c(c1)OCCO2	9	-4	19	-7	9	4	2	5
CCOCCCNC(=O)C(NC(=O)c1ccc(=O)[nH]c1)c1ccc(Cl)cc1 (configuration not stated)	-5	5	-10	1	6	0	-7	0
Cc1cccc(C2c3[nH]c4ccccc4c3CCN2C(=O)c2cn(C)c3ccccc3c2=O)n1 (configuration not stated)	-8	-12	13	-6	-3	7	-7	5
O=C(Nc1ccccn1)C12CC3CC(CC(C3)C1)C2	7	-2	12	4	4	-1	-9	-21
Cc1nc2ccccc2n1CC(=O)NC1CCCC1	-13	-9	1	-5	-14	-1	-12	5
O=C1C[C@H]2[C@H](CO)[C@@H](OC(=O)c3ccc(-c4ccccc4)cc3)C[C@H]2O1	-42	-4	-16	7	2	-36	-3	-2
Cc1onc(-c2ccccc2)c1C(=O)Nc1ccc(OC(C)C)cc1	3	-9	3	9	5	0	5	11

Looked up by compound from above, two records:
SMILES	Jurkat NFkB inh	SENP8 inh	697 NFkB inh	UBC13 polyUb	SENP7 inh	Gli-Sufu block	HKDC1 inh	Apaf1 inhib
O=S(=O)(NCCCCNS(=O)(=O)c1c(F)cccc1F)c1ccc2c(c1)OCCO2	9	-4	19	-7	9	4	2	5
COc1ccc(CNC(=O)c2c(C)cc(=O)oc2C)cc1	8	7	10	0	-5	-4	3	-5

Whole records as entered above. Order of screens: Jurkat NFkB inh	SENP8 inh	697 NFkB inh	UBC13 polyUb	SENP7 inh	Gli-Sufu block	HKDC1 inh	Apaf1 inhib
Cc1nc2ccccc2n1CC(=O)NC1CCCC1 reads -13	-9	1	-5	-14	-1	-12	5
O=C(Nc1ccccn1)C12CC3CC(CC(C3)C1)C2 reads 7	-2	12	4	4	-1	-9	-21
CC(=O)N1CCN(CC(=O)Nc2cc([N+](=O)[O-])ccc2Cl)CC1 reads -6	-6	8	-11	1	8	-6	2

The list continues.
SMILES	Jurkat NFkB inh	SENP8 inh	697 NFkB inh	UBC13 polyUb	SENP7 inh	Gli-Sufu block	HKDC1 inh	Apaf1 inhib
CN(CCOc1ccccc1)CCOc1ccccc1	-12	-5	1	2	-11	28	-5	9
CC(CN1CCCC1)OC(=O)c1ccccc1Cl (configuration not stated)	-7	-3	-2	-3	0	-7	-6	-12
COC(=O)CSc1nnc(-c2cccc(NC(=O)c3ccc(C)cc3)c2)n1C	-3	-11	-16	-6	3	5	-5	-5
Cc1ccc(C(C)C)c(OCC(=O)N/N=C2\CC(=O)CC(C)(C)C2)c1	5	2	17	-1	3	-20	-8	2
O=C(Nc1ccc(SC(F)F)cc1)C1=COCCO1	-105	25	-146	-7	-5	-92	-5	-6
NC(=O)Cn1c(=O)n(CCCC(=O)NC2CCN(Cc3ccccc3)CC2)c(=O)c2ccccc21	1	-1	3	33	8	-7	4	3
CCN(CC)CCNc1nc(-c2ccccc2)c2c(c1C#N)CC(C)(C)OC2	10	5	22	4	7	-38	2	-1
O=C(NCC(=O)N1CC=C(c2ccccc2)CC1)c1ccccc1Br	24	6	4	7	1	4	-3	0
CCc1ccc(N/C(N)=N/c2nc(CSc3ncccn3)cc(=O)[nH]2)cc1	47	-5	-62	-4	2	44	-7	19
CC(NCc1ccccc1)C1COc2ccccc2O1 (configuration not stated)	-5	1	3	2	-3	2	2	-9
CC(=O)Nc1ccc(C(=O)COC(=O)c2nc3nc(C)cc(C)n3n2)cc1	-7	-8	-1	-11	-7	3	0	41*
CCOc1cc(-n2nc(C)c(C#N)c2N)nc(SC)n1	-15	0	-16	-4	13	nt	nt	8
Cc1ccc(NC(=O)CSc2cccc3cccnc23)c(C)c1	-4	-4	2	1	4	nt	1	0
COc1ccc(NC(=O)c2cccc(N3C(=O)C4CC=C(C)CC4C3=O)c2)c(OC)c1 (configuration not stated)	13	7	15	3	6	-16	2	0
CC(C)(C)c1nn(-c2ccccc2)c2[nH]c(=O)c(CNCc3ccc4c(c3)OCO4)cc12	-8	0	-15	-7	11	-1	11	9
Cn1c(=O)c2nc(-c3ccccc3)oc2c2ccccc21	-16	-14	1	18	-8	-1	15	16
CN(C)S(=O)(=O)c1ccc(N2CCCC2)c(C(=O)OCC(=O)NC2(C#N)CCCCC2)c1	5	3	8	-1	-2	3	-6	9
CCCCOC(=O)Nc1ccc(S(=O)(=O)Nc2nccs2)cc1	-1	-9	3	-6	-5	-3	4	1
CCc1ccc(NC(=O)c2ccccc2Br)cc1	-86	8	-100	15	18	-87	0	1
N#Cc1cc(-c2ccccc2)nc(N2CCNCC2)n1	6	7	0	5	1	11	5	-18
CSc1nc(C)cc(OCC(=O)n2nc(C)cc2C)n1	-9	-5	12	12	-10	-1	-15	-8
CCCCN1C(=O)N(CCc2ccc(F)cc2)S(=O)(=O)c2cc(C(F)(F)F)ccc21	nt	nt	-11	nt	-4	10	0	35
COc1ccccc1/C=N/NC(=O)c1ccc2c(c1)OCO2	-50	-4	-57	-13	-5	-18	4	-1
C/C(N)=C(/C#N)C(=O)COC(=O)C1CCC(C(C)(C)C)CC1 (configuration not stated)	5	5	-4	13	7	8	0	15
NC(=O)c1ccc[n+](CC(=O)c2ccc(F)cc2)c1	9	-4	5	3	6	1	-3	-8
CCC(C)[C@H](NC(=O)NCCCOC(C)C)C(=O)OC (some centres not stated)	-15	4	0	2	6	2	-2	-23
CCc1ccc(-n2c(=O)c3c(C)c(C(=O)N(C)C)sc3n(CC(=O)NCC3CCCO3)c2=O)cc1 (configuration not stated)	-15	8	-15	-13	-1	2	-6	0
CCc1ccc(NC(=O)c2sccc2-n2cccc2)cc1	-28	2	-49	-14	-11	-4	1	29
N#Cc1ccccc1CN1C(=O)S/C(=C/c2cccn2-c2cccc(C(=O)O)c2)C1=O	1	-5	-22	-30	-10	1	3	19
CCn1cc(C(=O)NCCOC)c(=O)c2ccc(C)nc21	9	6	5	-8	-2	-1	4	-2
COc1ccc(CCNC(=O)CN(C)S(=O)(=O)c2cccs2)cc1	1	0	10	0	3	3	6	-5
CN(C)CCCN(C(=O)COc1ccc(Cl)cc1)c1nc2ccc(F)cc2s1	-25	3	11	14	9	-7	-1	-1
COc1ccc(S(=O)(=O)Nc2ccccc2N2CCOCC2)cc1[N+](=O)[O-]	7	4	10	3	3	6	2	-6
CCn1c(CC(=O)Nc2ccc(C)cc2)nnc1SCC(=O)NCc1ccccc1	11	2	9	0	4	-7	0	17
COc1ccc(CCN2C(=O)CC(Cc3ccc(Br)cc3)C2=O)cc1OC (configuration not stated)	4	1	-3	8	1	-1	-10	7
CCC(CC)NC(=O)CSc1nnc(-c2ccc(OC)cc2)n1C(C)C	-7	-9	-30	-16	-9	3	-7	2
O=C(Nc1ccc2c(c1)OCCO2)Nc1ccc2c(c1)OCO2	-185	53*	-215	-6	72*	-84	-2	5
CCc1nnc(NC(=O)C(NS(=O)(=O)c2ccc3c(c2)OCCO3)C(C)C)s1 (configuration not stated)	7	-2	9	3	8	7	0	0
COc1ccc(C(=O)N2CCN(C(=O)C3COc4ccccc4O3)CC2)cc1 (configuration not stated)	-9	-9	5	-4	-6	11	-1	-9
CCN1CCCc2cc(CN(CCN3CCOCC3)C(=S)Nc3ccc(OC)cc3)ccc21	13	-2	0	12	-2	4	-10	10

In the list so far, 2 have a nitro group on carbon:
SMILES	Jurkat NFkB inh	SENP8 inh	697 NFkB inh	UBC13 polyUb	SENP7 inh	Gli-Sufu block	HKDC1 inh	Apaf1 inhib
CC(=O)N1CCN(CC(=O)Nc2cc([N+](=O)[O-])ccc2Cl)CC1	-6	-6	8	-11	1	8	-6	2
COc1ccc(S(=O)(=O)Nc2ccccc2N2CCOCC2)cc1[N+](=O)[O-]	7	4	10	3	3	6	2	-6
